Pf Dd2 growth: Plasmodium falciparum Dd2 growth inhibition. P. falciparum Dd2 growth, SYBR Green, 72 h. hit rate 4.3% among 120,000. Potency, µM (top dose mostly 28.9 µM), for the others: at the top dose activity, negative = inhibition, hits mostly inhibitors; active means well fitted inhibition curve with a large enough effect; inconclusive means small, poorly fitted or top-dose-only effect; inactive means no such curve, though single readings can be large or run the other way;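 further: plate controls were DMSO vehicle for no effect and reference drug for full effect; nearly all actives have a fitted effect of over 65% in size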
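Readout: SYBR Green fluorescence, 485 nm excitation, 535 nm emission, after ~16 h lysis at 37C. Before that, Dd2-infected red cells (2.5% hematocrit) grew 72 h with compound, 29 uM top final concentration.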
Starred values were filed as active, the others as inactive; i = inactive; ? = inconclusive; [ ] = another dose, or the depositor's remark. Potency means the concentration at half of the fitted maximal effect. An excerpt. The share of hits here may be higher or lower than overall.

Structure	Pf Dd2 growth
Cc1cnn(CCC(=O)N[C@@H]2CN(Cc3ccccc3)C[C@H]2CO)c1	-25%
C#CCN(C)C[C@H]1CN2CC[C@H]1C[C@@H]2CNS(=O)(=O)c1ccc(C)cc1	?
CCn1cc(C(CC(=O)N2CCC(C)CC2)c2cccc(Cl)c2)c2ccccc21 (stereo unspecified)	?
CCc1cccc(C)c1NC(=O)C(CC)n1nc(C)c2c(C)n(-c3ccccc3)nc2c1=O (stereo unspecified)	11%
COc1ccc(C[C@@H]2NC(=O)[C@H]3CN(C(=O)c4ccc(N(C)C)cc4)CCN3C2=O)cc1	i
Cc1cccc2c1-c1sc(C(=O)N3CCN(c4ccc(F)cc4)CC3)cc1CO2	15%
CCc1nc(-c2c3n(c(=O)n(CC(=O)NCc4ccc(F)cc4)c2=O)CCCCC3)no1	i
COc1ccc2c(c1)c(CN1CCc3nc(N4CCN(C)CC4)[nH]c(=O)c3CC1)cn2C	0%[5.79 µM]
COc1ccc(Cl)cc1C(=O)N1CC2CC(C1)[C@H]1CCCC(=O)N1C2 (stereo partly specified)	i
COc1ccc(CCNC(=O)Cn2cccc2-c2nc(-c3ccc4c(c3)OCO4)no2)cc1OC	0%
COc1ccc(C(CC(=O)Nc2ccc(C(C)=O)cc2)N2Cc3ccccc3C2=O)cc1 (stereo unspecified)	-14%
O=C(N[C@H](c1cccs1)C1CC(O)C1)c1cnn2cc(CCO)cnc12 (stereo partly specified)	1%
CC(=O)Nc1ccc(CN2CC[C@H](c3nc4ccccc4[nH]3)C2)cc1	-30%[44.1 µM]
CNC(=O)[C@@H]1CN(C(=O)c2ccc(C)[nH]c2=O)C[C@H]1c1nc(COC)no1	1%
COc1ccc(-c2cc(NCc3ccc(C)cc3)n3cnnc3n2)cc1	-4%
COc1cccc(Cn2nnc3c(=O)[nH]c(C4CCCN(C(=O)c5ccccc5Cl)C4)nc32)c1 (stereo unspecified)	?
Clc1cccc(CN2CC[C@H](c3nc4ccccc4s3)C2)c1	i
O=C(c1ccoc1)N1CCC2(CC1)CN(c1ccncn1)CC2CO (stereo unspecified)	4%
COCCNC(=O)[C@@H]1CCC[C@@H](NCc2nccs2)CN(C)C(=O)C1	-4%[44.1 µM]
O=c1[nH]c(N2CCc3ccccc3C2)nc2c1CCN(Cc1cccnc1)CC2	6%[5.79 µM]
COc1ccc([C@H]2C[C@@H](O)[C@@H](O)[C@@H]2NCc2nc3ccccc3n2C)cc1	i
COc1ccccc1-c1cc(-c2cccs2)nc2c(C)noc12	i
COCCNC(=O)[C@@H]1C[C@H](Oc2ccccc2)CN1S(=O)(=O)Cc1ccccc1F	-5%
CS(=O)(=O)c1ccc(OCC2(CNCc3ccc(Cl)cc3)C[C@@H](O)[C@@H](O)C2)cc1 (stereo partly specified)	?
CC1(c2ccccc2)N(Cc2ccccc2F)C(=O)OC12CCN(C(=O)COc1ccccc1C(N)=O)CC2 (stereo unspecified)	?
CS(=O)(=O)N1CCN2C(=O)N(Cc3ccc(F)cc3)C[C@H]2C1	-5%[44.1 µM]
O=C(NCc1ccccc1)N1CCC(N2C(=O)C3(CCCCC3)C2c2ccncc2)CC1 (stereo unspecified)	?
C[S+](=O)([O-])N1Cc2ccccc2CC2(CCCCN2Cc2ccccc2)C1 (stereo unspecified)	-27%
Cn1cccc1C(=O)N[C@H]1CCN2C(=O)c3cc(Br)ccc3NC(=O)[C@@H]2C1	i
COc1ccccc1CNc1nc(-c2ccco2)nn1C(=O)c1ccccc1[N+](=O)[O-]	15%
CCC(CC)NC(=O)c1cnc2cc(C)nn2c1	6%[44.1 µM]
COc1ccc2c(CNCc3cccs3)c(C(=O)O)n(Cc3ccc(F)cc3Cl)c2c1	?

Sorted by heavy-atom count (largest number first): 3 of the compounds above
Structure	Pf Dd2 growth
CC1(c2ccccc2)N(Cc2ccccc2F)C(=O)OC12CCN(C(=O)COc1ccccc1C(N)=O)CC2 (stereo unspecified)	?
Cn1cccc1C(=O)N[C@H]1CCN2C(=O)c3cc(Br)ccc3NC(=O)[C@@H]2C1	i
CS(=O)(=O)N1CCN2C(=O)N(Cc3ccc(F)cc3)C[C@H]2C1	-5%[44.1 µM]

More results follow.
Structure	Pf Dd2 growth
Cc1ccccc1C(=O)Nc1ccc2nc(Nc3cccc(C(F)(F)F)c3)cc(C)c2c1	-9%
CCCNC(=O)N1C[C@@H](Oc2cccnc2)C[C@@H]1C(=O)N1CCOCC1	4%
CN(Cc1cc(C(C)(C)C)n[nH]1)C(=O)c1ccccc1C1CCNC1 (stereo unspecified)	-6%
O=C(CC1C(=O)NCCN1Cc1ccccc1)NC1C2CC3CC(C2)CC1C3 (stereo unspecified)	-23%
Cc1ccc(-c2nc(C(=O)N3CCN(c4ccccc4F)CC3)no2)cc1	55%[activator]
COCCC1(NS(C)(=O)=O)CCN(S(=O)(=O)c2ccc3c(c2)CCC3)CC1	i
CCCCNC(=O)c1nn(C)c2c1CSc1ccccc1-2	17%
COc1ccc(S(=O)(=O)N2CCN(c3ccc(Cl)c(Cl)c3)CC2)c2ccccc12	i
N#Cc1cccc(C(=O)Nc2ccc3ncnc(N4CCCCC4)c3c2)c1	?
COCCNC(=O)Cc1c[nH]c2ncc(-c3ccccc3C)cc12	-6%[44.1 µM]
COc1ncccc1C(=O)N1C[C@@H](CN2CCCCC2)[C@@H](CO)C1	-9%
CCOc1ccc(OCC)c(NC(=O)CCc2nc3cccnc3n2-c2ccccc2)c1	81%[activator]
COc1ccc(C(=O)Nc2nonc2-c2ccc(OC)c(OC)c2)cc1Cl	?
CCOC(=O)c1cc(S(=O)(=O)N2CCN(c3cc(Cl)ccc3C)CC2)[nH]n1	?
COc1ccc(C(=O)NCCc2csc(-c3ccc(Cl)cc3)n2)c(OC)c1	-15%
COc1ccc(C2c3c(n(C)c4ccccc34)C(=O)N2CC(=O)Nc2c(C)cc(C)cc2C)cc1 (stereo unspecified)	-8%

In a second layout: 4 of the compounds above
> CCOC(=O)c1cc(S(=O)(=O)N2CCN(c3cc(Cl)ccc3C)CC2)[nH]n1
- Pf Dd2 growth = ?

> COCCNC(=O)Cc1c[nH]c2ncc(-c3ccccc3C)cc12
- Pf Dd2 growth = -6%[44.1 µM]

> COc1ccc(C(=O)Nc2nonc2-c2ccc(OC)c(OC)c2)cc1Cl
- Pf Dd2 growth = ?

> CCOc1ccc(OCC)c(NC(=O)CCc2nc3cccnc3n2-c2ccccc2)c1
- Pf Dd2 growth = 81%[activator]

Continuation.
Structure	Pf Dd2 growth
COCC(=O)N[C@H]1C[C@@H](c2nc(-c3ccc4c(c3)OCO4)no2)N(C)C1	i
O=C(Cc1ccc2c(c1)OCO2)N[C@@H]1CCOC[C@H]1Oc1ccccn1	-15%
COc1ccc(CNC(=O)c2ccc(Cn3ccn4nc5c(c4c3=O)CCCC5)cc2)c(OC)c1	-16%
CCCn1ccc2c(OCC(=O)NCc3ccc(C)cc3)cccc2c1=O	17%
O=C(c1ccc2c(c1)OCO2)N1CCN([S+](=O)([O-])c2ccc(Cl)nc2)C(=O)C1	14%
CNC(=O)CN1CCCC(N2CCN(c3ccccc3F)CC2)C1 (stereo unspecified)	0%
Cc1noc2c(N3CC[S+](=O)([O-])CC3)cc(-c3cccc(C(F)(F)F)c3)nc12	i
Cc1ccc(C(=O)N2CCC3(CC2)NC(=O)N(c2ccccc2)N3)cc1	?
Cc1cc(NC(=O)c2cccn(Cc3cccc([N+](=O)[O-])c3)c2=O)no1	-23%
CC(C)NC(=O)N1CC[C@@H](CC(=O)O)[C@@H](CC2=NCCc3ccc(C(C)(C)C)cc32)C1	i
FC(F)(F)CN1C2CCC1CN(c1ccc(Cl)nn1)C2	15%
CCOc1ccc(-c2cc(OC(=O)c3ccc(F)cc3)c3c(C)oc(C)c3c(=O)c2)cc1	?
Cc1ccc(N2CCN(C(=O)CCS(=O)(=O)c3cc4c(cc3Cl)NC(=O)CO4)CC2)c(C)c1	-6%
CCOc1ccc(NC(=O)C(C)Sc2nc3ncccc3o2)cc1 (stereo unspecified)	-22%
CN(CCNC(=O)CN1CC2CC(C1)[C@H]1CCCC(=O)N1C2)C1CCCCC1 (stereo partly specified)	-14%
O=C(CSc1nc2c([nH]c3ccccc32)c(=O)n1-c1cccc(Cl)c1)c1ccccc1	?
CCOc1cc(C(=O)Nc2nnc3n2CCS3)cc(OCC)c1OCC	16%
CCCCn1c(NCc2ccc(OC)cc2O)nc2ccccc21	7.9µM*
COc1c(C)cccc1C(=O)N1CCC2(CC1)CNC(C(=O)O)C2 (stereo unspecified)	-16%
CCc1nc2c(c(-c3ccc(Cl)cc3)n1)CCN(C(=O)c1ccc(OC)cc1)CC2	i
O=C(c1cc(Br)cn2ccnc12)N1CCCC1	25%[44.1 µM]
Cc1ccc(OCC(=O)Nc2c(Cl)ccc3nsnc23)cc1C	11%
CCc1ccc([S+](=O)([O-])c2nnn3c2nc(N2CCC(F)CC2)c2ccccc23)cc1	?
CCCCOc1ccc(S(=O)(=O)n2nc(C)c(S(=O)(=O)N3CCC(C)CC3)c2C)cc1	45%
O=C(c1csc2nc(-c3ccc(F)cc3)cn12)N1C[C@H]2CC[C@@H](C1)N2	-19%
CC1=C(c2ccc(C)cc2)S(=O)(=O)N=C1N1CCN(c2ccccc2)CC1	14%
O=C(c1ccco1)N1CCCn2cc(-c3ccccc3F)nc21	i
O=C1N[C@H](CCC(=O)N2CCCC2)C(=O)Nc2ccccc21	11%
CC(C)c1nccn1CCCNC(=O)c1ccc(NC2CCC(O)CC2)nc1 (stereo unspecified)	i
Cc1cccc(CN2CCN(C)C3(CCC(=O)N(CC(=O)O)CC3)C2)n1 (stereo unspecified)	4%
COc1cc(/C=C/CN2CC(=O)N(C(C)C)CC(OCc3noc(C)n3)C2)ccc1O (stereo unspecified)	-19%
Cc1noc(C)c1CC(=O)N1CCN(C(=O)N(C)C)[C@@H]2CS(=O)(=O)C[C@@H]21	13%
Cc1nccn1CCN(C)c1ccc(-c2nc(COc3ccccc3)no2)cn1	?
CN(CC1CCOCC1)C(=O)NC1CCCC1	-2%
COc1cc2cc(CNc3ccc(C)cc3)c(=O)n(CC(=O)Nc3ccc(C(C)C)cc3)c2cc1OC	?
Cc1noc([C@@H]2CN(C(=O)c3ccsc3)C[C@H]2C(N)=O)n1	?
O=C1NCCCCCN(Cc2cccnc2)[C@@H]2CN(C(=O)NCCc3ccccc3)CC[C@@H]12	-13%
CC(=O)NCC(=O)N1CCCn2cc(-c3ccccc3F)nc21	-35%
Cc1ccc(C(=O)N2CC(C(=O)NCCc3ccncc3)C3(CCOCC3)C2)cc1F (stereo unspecified)	4%
O=C(CCCc1nc2ccccc2[nH]1)N1CCc2c(nc3cc(-c4ccccc4)[nH]n3c2=O)C1	25%[5.79 µM]
COc1ccc(OCc2nc3ccccc3n2C(C)c2ccccc2)cc1 (stereo unspecified)	-25%
COC(=O)c1ccc(NC(=O)c2cccn(Cc3ccccc3C)c2=O)cc1	2%
COCCNC(=O)CSc1nc(-c2ccccc2)[nH]c1-c1ccc(OC)cc1	-1%
COCCn1cnnc1C(C)NC(=O)CCc1nc(-c2ccccc2OC)no1 (stereo unspecified)	-17%
CCN(C(=O)c1cn(-c2ccc(OC)cc2)c(=O)c2ccccc12)c1cccc(Cl)c1	?
COc1ccc(C(=O)c2sc3nc(-c4ccc(F)cc4)ccc3c2N)cc1	8%
CCc1ccc(CNC(=O)c2cc3n(n2)CCCN(Cc2ccccc2)C3=O)cc1	4%
Cn1cnnc1CC1CCN(C(=O)c2ccccc2F)CC1	-23%
CN(C)c1ccc(CN2CCc3nc(N4CCN(c5ccccn5)CC4)ncc3C2)cc1	13µM*
O=C(COc1ccccc1)Nc1ccc2c(c1)CN(Cc1ccccc1F)C(=O)CO2	i
CC(c1cccs1)N(C)C(=O)c1ccccc1F (stereo unspecified)	i
COc1cccc(C(=O)NC(C(=O)NCC(C)C)C2CCN(C(=O)c3ccc(F)cc3)CC2)c1 (stereo unspecified)	-2%
O=C(NCc1ccc(Cl)cc1)c1cc2n(n1)CC(c1ccc(Cl)cc1)OC2 (stereo unspecified)	?
COc1ccc(-c2cc(C[C@@H]3CC[C@H](O)[C@@H](CNC(=O)Nc4ccccc4OC)O3)no2)cc1	-30%
CCC(=O)N1CCc2cc(Br)cc(S(=O)(=O)CCC(=O)NCCc3ccc(OC)c(OC)c3)c21	?
Cc1cnc(CC2CCN(C(=O)C3CC3)C2)n1C(C)C (stereo unspecified)	8%

Other structures follow:
Structure	Pf Dd2 growth
O=C1NCc2ccccc2CC12CCN(Cc1ccc([N+](=O)[O-])cc1)C2 (stereo unspecified)	-1%
CC(=O)N1CCCc2cc(S(=O)(=O)N3CCCC(C(=O)Nc4ccc(C)cc4C)C3)ccc21 (stereo unspecified)	-13%
Cc1ccc(S(=O)(=O)c2nc(-c3cccc(C)c3)oc2N2CCCCC2)cc1	i
COc1ccc(/C=C/CN2CC(=O)N(c3ccccc3C#N)CC2C)cc1 (stereo unspecified)	?
O=C(CN1c2ccccc2S(=O)(=O)c2ccccc21)Nc1ccccc1Cl	-8%
CCc1ccc(S(=O)(=O)Nc2ccc3c(c2)sc(=O)n3C)cc1	5%
COc1ccc(CC2CN(C(=O)c3ccsc3)CCO2)cc1 (stereo unspecified)	-21%
Cc1cc(OC2CN(Cc3ccc(C#N)cc3)C2)ccc1F	?

Screening results (PubChem BioAssay)
